# rad50: NCI yeast anticancer drug screen, S. cerevisiae rad50 strain; growth inhibition, % at 50 µM; 10% of 79,000 active; AID 155;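 further: 0% = growth of vehicle-only cultures of the same strain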
#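 Compounds were tested on a yeast strain with an engineered DNA damage repair alteration; the reported value is growth inhibition normalised to vehicle treatment.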
# yeast mec2-1: NCI yeast anticancer drug screen, S. cerevisiae mec2-1 strain | growth inhibition, % at 50 µM | 9% of 79,000 active;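 further: 0% = growth of vehicle-only cultures of the same strain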
#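 Compounds were applied to mec2-1 yeast cells. Their growth was then compared with that of vehicle-treated cultures to give growth inhibition.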
# bub3: NCI yeast anticancer drug screen, S. cerevisiae bub3 mutant strain. % growth inhibition at 50 µM. 9.9% of 78,000 active. AID 167;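 further: 0% = growth of vehicle-only cultures of the same strain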
#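 Inhibition values come from growth of compound-treated mutant yeast normalised to vehicle-treated controls.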
# yeast cln2 rad14: NCI yeast anticancer drug screen, S. cerevisiae cln2 rad14 strain | % growth inhibition at 50 µM | 8.3% of 78,000 active;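 further: 0% = growth of vehicle-only cultures of the same strain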
#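 The screen exposed genetically defined yeast (cln2 rad14) to test compounds and scored growth inhibition relative to vehicle-treated controls.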
# sgs1 mgt1: NCI yeast anticancer drug screen, S. cerevisiae sgs1 mgt1 strain. growth inhibition, % at 50 µM. 10% of 78,000 active. AID 161;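 further: 0% = growth of vehicle-only cultures of the same strain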
#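 Compounds are added to genetically altered yeast, and growth is compared with cultures given vehicle alone to give percent inhibition.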
# mlh1 rad18: NCI yeast anticancer drug screen, S. cerevisiae mlh1 rad18 strain; growth inhibition, % at 50 µM; 11% of 79,000 active; AID 175;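 further: 0% = growth of vehicle-only cultures of the same strain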
#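 Cells of a genetically altered yeast strain, deficient in DNA damage repair, were treated with compound. Their growth was then compared with that of vehicle-treated cultures to give inhibition.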
# * = called active by the depositor; nt = no result given; & = joins results of further samples; ! = not confirmed by another sample. No stated cut-off is given here; in the data, active means growth inhibition above about 70%; inactive means the rest. Random draw from the library; overall some 14% were active at least once.
# Results follow in this order: mlh1 rad18	yeast mec2-1	yeast cln2 rad14	sgs1 mgt1	bub3	rad50
O=c1[nH]c2ccccc2c2cc(Br)ccc12
    43	25	20	6	20	48
CCOC(=O)C(c1ccc2c(c1)OCO2)C1(NC(=O)c2ccccc2)C(=O)C(C(=O)OC)C(=O)C1C(=O)OC (centres undefined)
    11	6	10	-7	1	16
O=C1C2C(C(=O)N1c1ccccc1)C1(Br)c3ccccc3C2(Br)C2C(=O)N(c3ccccc3)C(=O)C21 (centres undefined)
    -3	6	-13	-3	-5	-10
C[C@H](NC(=O)CNC(=O)CCCCCC(=O)NCC(=O)N[C@@H](C)C(=O)OCc1ccccc1)C(=O)OCc1ccccc1
    -12	-21	-2	-23	-50	-40
O=[N+]([O-])c1ccc(C(O)(C#CCN2CCCC2)c2ccccc2)cc1 (centres undefined)
    13	12	10	-24	4	20
Cc1cc(=O)oc2c(C)cc(C(C)(C)C)cc12
    9	3	1	4	7	8
CCC(=O)OCC1CCCO1 (centres undefined)
    -12	3	45	-5	-4	-4
CC(C)c1nnnn1C12CC3CC(CC(C3)C1)C2
    12	-13	-17	1	-3	3
CCN(CC)CCN1CC(=O)N2CCCCN2C(=O)C1
    11	4	13	15	8	17
O=CNc1ccc(F)cc1[N+](=O)[O-]
    8	-8	-28	4	0	-29
CCOC(=O)N/C=C/C(C)=O
    -14	-14	-29	-2	-6	-31
CC(=N\N=C\c1ccccn1)/C(C)=N/N=C/c1ccccn1
    -53	10	31	-4	-14	8
N#Cc1c(C#N)c(-c2ccco2)n(/N=C/c2ccco2)c1N
    -37	1	-7	-34	-26	5
COc1cccc(/C=C/C(=O)c2ccc(Cl)cc2)c1OC
    16	30	nt	nt	nt	27
O=C(NC(C(F)(F)F)(C(F)(F)F)P(=O)(c1ccccc1)c1ccccc1)C(C(F)(F)F)C(F)(F)F
    -34	8	8	-25	-22	3
CCN(CC)CCN(C)C(O)(C(=O)c1ccccc1)C1CCCC1 (centres undefined)
    32	15	-4	2	0	9
Cc1ccc(C(=O)OC(C)C)cc1N=NN(C)C
    -16	-11	27	11	6	32
ClCC1(CCl)COC1
    9	-8	11	9	23	-5
Nc1ncnc2c1nnn2CCCCCC(=O)O
    -14	28	-8	22	12	-6
CC(=O)/C(=C\c1ccc(Cl)c(Cl)c1)C(=O)C(C)CN(C)C (centres undefined)
    90*	87*	81*	86*	83*	64
Nc1ncnc2c1[nH]c(=O)n2-c1ccccc1
    -7	-30	-1	-17	-17	-47
COc1cc(C)cc(O)c1C=O
    3	-10	-17	0	0	10
CC(=O)C(Cc1ccc(CC(C(C)=O)C(C)=O)cc1)C(C)=O
    -2	14	-2	14	-6	-6
COC(=O)NN/C=C(\C=Nc1ccccc1)[N+](=O)[O-]
    5	11	18	17	13	0
C[Si](C)(COC(N)=O)Cc1ccccc1
    -32	-13	-1	-16	-11	-28
Cn1c2c(c3ccccc31)CCN(CCN1CCN(c3ccccc3)CC1)C2=O
    60	43	61	79*	68	72*
COc1ccc(C)cc1NC(=O)/C=C/c1ccccc1
    -8	-7	16	-6	31	2
c1cc2c3c(cccc3c1)N=S=N2
    12	-7	-63	10	21	25
Cc1ccc(N=Cc2cc3c(cc2N)OCO3)cc1
    0	-14	-24	-14	28	-18
O=C1C2C=CC1C1C(=O)CCCCC21 (centres undefined)
    -4	-7	3	-7	2	6
CCOC(=O)C1(C#N)C(=O)CSC1=Nc1ccccc1Cl (centres undefined)
    -3	-9	-10	25	18	-6
O=C1C=C(O)c2ccccc2C1=O.[Ag]
    99*	100*	99*!	99*	99*	99*
CC(=O)N1CC(C)CC2OC3(CCC4C5CCC6CC(O)CCC6(C)C5C(=O)C4C3C)C(C)C21 (centres undefined)
    92*	94*	92*	93*	92*	92*
Cc1ccc(Nc2nc(C)c(C(=O)C/C(=N/NC(N)=S)C(=O)Nc3cc(Cl)cc(Cl)c3)s2)cc1
    -28	-13	22	16	-13	-13
c1ccc(N=C2c3ccsc3C(=Nc3ccccc3)c3ccsc32)cc1
    86*	76*	85*	82*	82*	80*
Cc1ccc(S(=O)(=O)/N=C/C=P(c2ccccc2)(c2ccccc2)c2ccccc2)cc1
    -4	7	-19	-22	-2	11
N#C[C@]12CC3(CC[C@H]1CC1(C2)OCCO1)OCCO3
    0	-3	9	-5	-3	-4
COc1cc2oc(=O)ccc2cc1C(=O)CC(C)C
    -27	-19	12	10	-12	10
OCC1(CO)CC2C3C=CC(C3)C2C1 (centres undefined)
    -31	-16	-8	-5	-5	-10
NNC(=O)Cc1ccccc1
    12	12	11	12	0	27
N#CC1c2ccccc2C=CN1C(=O)c1ccccc1 (centres undefined)
    -24	-16	-19	12	-9	-16
CC(=O)c1cc2c(cc1C(C)C)CC[C@H]1[C@](C)(C#N)CCC[C@]21C
    31	-1	-27	1	16	1
O=C(Nc1ccc(S(=O)(=O)Nc2nccs2)cc1)c1cccnc1Nc1cccc(Cl)c1
    61	8	1	22	13	37
COC(OC)C(=O)N1Cc2cc3c(cc2C2CC(O)C(O)CC21)OCO3 (centres undefined)
    9	-3	2	-6	4	6
CCN(CC)CCO[Si](OCCN(CC)CC)(OCCN(CC)CC)OCCN(CC)CC
    -4	1	5	-30	2	-3
CCOC(=O)Cc1cc(Cl)c2ccc(Cl)cc2n1
    40	-2	12	23	36	32
Cc1ccc(S(=O)(=O)OI(O)CC(F)(F)F)cc1
    26	16	-2	-2	6	-39
COc1nc(C)nc2c1cnn2-c1ccccc1
    -2	-7	-48	-1	-17	-8
O=C(CCCC(=O)N/N=C/C1CC=CCC1)N/N=C\C1CC=CCC1 (centres undefined)
    31	5	15	1	7	8
O=C(NC/C=C/Br)NC1CCNc2ccccc21 (centres undefined)
    23	-27	29	22	20	-14
C/C(=N\NC(=S)N1CCN(c2ccccn2)CC1)c1cccc2cccnc12
    0	-21	2	-19	1	13
COC1=Nc2ccccc2N2CCN=C12
    -13	-24	-1	-9	-9	5
CCCCCC(C#N)CCC(C)=O (centres undefined)
    -10	-9	-6	-9	-1	-7
NC12CC3CC(C1)CC(Cl)(C3)C2
    4	-27	-4	-32	-36	-13
COc1cc(CN2CCCCC2)cc2cc(C(=O)O)c(=O)oc12
    -12	8	-1	-35	-15	9
O=C1OC(c2ccccc2)=N/C1=C\c1ccc(/C=C2/N=C(c3ccccc3)OC2=O)cc1
    25	6	36	-10	-2	2
NC(=S)/N=C/C=C\c1ccccc1
    -8	2	0	5	-14	-11
CCOC(=O)CNC(=O)C(C)NC(=O)C(NC(=O)OCc1ccccc1)C(C)C (centres undefined)
    1	6	-4	10	-9	-2
CC(C)=C1OC(=O)C1(C)C
    -13	16	17	2	6	-6
O=C1C2C=CC1C1C(=O)OC(=O)C21 (centres undefined)
    83*	91*	92*	89*	90*	83*

# A second format for part of the listing above:
CC(C)c1nnnn1C12CC3CC(CC(C3)C1)C2
- mlh1 rad18: 12
- yeast mec2-1: -13
- yeast cln2 rad14: -17
- sgs1 mgt1: 1
- bub3: -3
- rad50: 3

O=CNc1ccc(F)cc1[N+](=O)[O-]
- mlh1 rad18: 8
- yeast mec2-1: -8
- yeast cln2 rad14: -28
- sgs1 mgt1: 4
- bub3: 0
- rad50: -29

# The main list resumes, repeating the four entries before the break.
# Results follow in this order: mlh1 rad18	yeast mec2-1	yeast cln2 rad14	sgs1 mgt1	bub3	rad50
NC(=S)/N=C/C=C\c1ccccc1
    -8	2	0	5	-14	-11
CCOC(=O)CNC(=O)C(C)NC(=O)C(NC(=O)OCc1ccccc1)C(C)C (centres undefined)
    1	6	-4	10	-9	-2
CC(C)=C1OC(=O)C1(C)C
    -13	16	17	2	6	-6
O=C1C2C=CC1C1C(=O)OC(=O)C21 (centres undefined)
    83*	91*	92*	89*	90*	83*
CC(/C(=N/NC(=O)C(N)=O)c1c(Cl)ccc(Cl)c1O)C1(O)C(=O)Nc2ccccc21 (centres undefined)
    87*	57	20	52	44	54
Cc1cc2c3ccccc3c3ccccc3c2nn1
    60	22	28	36	29	95*
CN(c1ccc(Br)cc1)c1nc(N)nc(N)c1N=O
    -2	-11	-99	5	5	16
COC(=O)C(NC=O)C(=O)OC
    -38	-31	2	-9	-4	-24
Cc1c(C(CC(=O)c2ccccc2)C(=O)O)c2ccccc2n1C (centres undefined)
    -11	-25	-32	23	52	2
CC(C)(N)CNc1ccccc1
    -4	-5	-11	-10	16	-1
COc1ccc(CO)cc1OC
    -35	-12	-78	9	-31	-9
Cc1c(C)n(C)c(=S)n(C)c1=S
    9	4	32	6	2	5
O=C(NNc1ccccc1)C(O)C(O)C(O)C(O)C(O)CO (centres undefined)
    95*	80*!	79*!	79*!	87*!	92*!
CC(=O)C1(C)CCC(CCCC(C)C)CC1 (centres undefined)
    24	21	13	1	14	22
Nc1ncnc(N)c1NC(=O)c1ccc(SCc2ccccc2)cc1
    22	21	-21	28	22	-7
Fc1cccc(Nc2cc(F)cc(F)c2)c1
    35	24	-3	14	0	19
O=C(O)/C=C/C(=O)c1ccccc1
    72*	57	4	46	67	15
CC(CSC(=O)Nc1ccccc1)OC(=O)Nc1ccccc1 (centres undefined)
    -1	-3	4	0	5	-9
O=C(O)CC1C(=O)OC2C3COC(=O)c4cc(O)c(O)c(O)c4-c4c(cc(O)c(O)c4O)C(=O)OC2C(OC(=O)c2cc(O)c(O)c4c2C1C(O)C(=O)O4)C(OC(=O)c1cc(O)c(O)c(O)c1)O3 (centres undefined)
    -6	3	5	22	36	24
Cc1ccc(S(=O)O)cc1
    3&-27	-1&-3	-1&-17	-4&-44	13&24	12&-19
CCCN(CCCC(NC(C)=O)C(=O)NCc1ccccc1)C(=O)NC (centres undefined)
    -45	-19	1	-28	-5	-11
C=CC1(C(=O)O)CCC(C(C)(C)C)CC1 (centres undefined)
    13	42	36	32	22	43
CC(c1ccccc1)n1cnc2c(N(CCO)CCO)ncnc21 (centres undefined)
    12	-2	-4	9	10	2
O=C(CCCOc1ccc(Cl)cc1Cl)NC(Cc1c[nH]c2ccccc12)C(=O)O (centres undefined)
    11&7	-2&0	19&19	-4&4	-17&-18	2&-1
CCOC(=O)c1ccc(OC)c2[nH]c3c(c(=O)c12)C(=O)c1[nH]c2c(OC)ccc(C(=O)OCC)c2c(=O)c1C3=O
    -25	16	-18	-23	0	-25
O=C(Cc1nc2ccc(Cl)cc2[nH]c1=O)c1ccccc1
    9	-6	4	-10	-28	-4
O=C(CCCCCCC(=O)C[N+]12CCC(CC1)C(O)C2)C[N+]12CCC(CC1)C(O)C2 (centres undefined)
    16	4	0	21	4	39
CC(=O)Nc1ccc(S(=O)(=O)N/N=C(\C)C=C(C)C)cc1
    -21	-32	16	6	-33	-4
CN(C)c1ccc(C=Nc2cnc3ccccc3c2)cc1
    -6	-14	-44	-3	-4	-54
Cn1c(=O)c(C(c2ccccc2)c2c(O)c3ccccc3n(C)c2=O)c(O)c2ccccc21
    16	6	-34	-19	3	12
FC(F)(F)c1cccc(N=Nc2cccc(C(F)(F)F)c2)c1
    -2	-20	-59	-5	-2	3
CC(C)OC(CCC#N)c1ccc(Cl)cc1 (centres undefined)
    20	8	7	56	-2	3
O=C(Oc1ccc(F)cc1)c1ccccc1
    6	17	2	8	4	-2
N#C/C(=C\c1ccccc1)c1cccc(F)c1
    11	25	-4	18	16	29
OC1(c2cccc(C(F)(F)F)c2)CCNCC1
    -8	-14	-7	-7	-23	-22
CC#Cc1c(O)c2c(c(O)c1C#CC)C(=O)c1ccccc1C2=O
    -30	-30	-9	-25	-3	-1
Cc1nc(N)[nH]c(=O)c1CCCNS(=O)(=O)c1ccccc1
    -16	-17	-7	6	7	5
CCC[n+]1ccnc2ccccc21
    23	8	11	28	20	15
Cc1ccc2cc(CCCC(=O)O)ccc2c1
    25	26	32	39	41	43
CC(CN(C)C)OC(=O)Nc1ccccc1 (centres undefined)
    11	-6	2	18	-4	16
NC(=S)NNC(=O)/C(=C/c1ccc(/C=C(\NC(=O)c2ccccc2)C(=O)NNC(N)=S)cc1)NC(=O)c1ccccc1
    32	27	40	29	39	33
C=CC1C(OC2OC(CO)C(O)C(O)C2O)OC=C(C(=O)OC)C1CC=O (centres undefined)
    33	12	13	4	18	33
CCOC(=O)CCc1ccc(NC(=O)/C=C/c2ccc([N+](=O)[O-])o2)cc1
    37	29	54	56	35	55
CCCCCCOC(=O)CC(c1ccccc1)N1CCCCC1 (centres undefined)
    -1	-5	-38	6	-8	9
O=C(O)Cc1cccc2c(=O)cc(C3CCCCC3)oc12
    -4	-11	9	-11	33	-16
Cc1cc(=O)c2c([nH]1)NS(=O)(=O)NC2=O
    -27	-18	3	-23	-38	-23

# High-throughput results: PubChem, NCI
